# Screening results as filed in PubChem.
# KDM5B inh – blocks human KDM5B histone demethylase activity. Q9UGL1. Potency, µM (top dose mostly 57.7 µM), for the others: top-dose activity change, negative = inhibition, actives largely listed as inhibitors. AID 1347165. hit rate 2.6% among 220,000. KDM5B demethylase, FDH-coupled NADH fluorescence (FDH is formaldehyde dehydrogenase); active means well fitted inhibition curve with a large enough effect; inconclusive means small, poorly fitted or top-dose-only effect; inactive means no such curve, though single readings can be large or run the other way; further: 0% is about no effect; nearly all actives have a fitted effect of over 70% in size
# Target sequence (Q9UGL1 whole entry, looked up): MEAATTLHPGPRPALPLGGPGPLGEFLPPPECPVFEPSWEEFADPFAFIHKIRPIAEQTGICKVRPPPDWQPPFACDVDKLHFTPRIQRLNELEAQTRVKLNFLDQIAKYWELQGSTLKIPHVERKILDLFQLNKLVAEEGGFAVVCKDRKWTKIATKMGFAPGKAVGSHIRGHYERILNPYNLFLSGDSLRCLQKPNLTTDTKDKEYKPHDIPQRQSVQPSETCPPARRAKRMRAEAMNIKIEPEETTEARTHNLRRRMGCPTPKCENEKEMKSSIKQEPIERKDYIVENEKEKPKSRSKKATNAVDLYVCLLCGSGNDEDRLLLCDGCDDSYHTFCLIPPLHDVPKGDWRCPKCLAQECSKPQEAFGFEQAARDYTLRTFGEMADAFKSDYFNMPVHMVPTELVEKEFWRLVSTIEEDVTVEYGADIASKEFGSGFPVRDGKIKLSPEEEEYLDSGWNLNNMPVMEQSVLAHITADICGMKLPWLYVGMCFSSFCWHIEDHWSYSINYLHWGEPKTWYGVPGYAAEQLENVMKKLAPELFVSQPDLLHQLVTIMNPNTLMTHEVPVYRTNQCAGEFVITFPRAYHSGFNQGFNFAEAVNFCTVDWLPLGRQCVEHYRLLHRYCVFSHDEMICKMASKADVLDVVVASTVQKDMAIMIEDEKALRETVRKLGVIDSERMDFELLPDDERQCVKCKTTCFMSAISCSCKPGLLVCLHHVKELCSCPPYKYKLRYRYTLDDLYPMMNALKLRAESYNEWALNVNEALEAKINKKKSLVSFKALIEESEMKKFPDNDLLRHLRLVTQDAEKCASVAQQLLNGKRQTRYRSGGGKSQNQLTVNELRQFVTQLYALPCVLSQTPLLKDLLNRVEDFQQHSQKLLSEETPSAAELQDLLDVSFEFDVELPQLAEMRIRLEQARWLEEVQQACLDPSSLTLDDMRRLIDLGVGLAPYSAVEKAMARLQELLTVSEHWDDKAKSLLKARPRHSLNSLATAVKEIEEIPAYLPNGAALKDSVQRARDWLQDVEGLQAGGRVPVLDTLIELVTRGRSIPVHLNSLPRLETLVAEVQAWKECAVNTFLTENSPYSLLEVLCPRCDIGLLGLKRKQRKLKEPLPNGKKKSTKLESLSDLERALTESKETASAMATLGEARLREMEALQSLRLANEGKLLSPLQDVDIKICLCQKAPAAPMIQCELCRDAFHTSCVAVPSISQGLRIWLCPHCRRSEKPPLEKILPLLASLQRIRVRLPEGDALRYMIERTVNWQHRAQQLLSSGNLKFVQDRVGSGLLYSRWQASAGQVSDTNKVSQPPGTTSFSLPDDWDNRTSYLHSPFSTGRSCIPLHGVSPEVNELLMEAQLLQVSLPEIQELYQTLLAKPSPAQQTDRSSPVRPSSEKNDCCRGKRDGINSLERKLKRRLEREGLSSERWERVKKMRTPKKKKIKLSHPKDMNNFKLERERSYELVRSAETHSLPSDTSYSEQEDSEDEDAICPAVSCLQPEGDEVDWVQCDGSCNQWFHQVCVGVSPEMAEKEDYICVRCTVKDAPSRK
#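 Coupled FDH/NAD⁺ fluorescence readout. KDM5BΔAP 200 nM final; compound titration, 10 min RT preincubation; substrate mix 12.5 µM H3K4me3, 25 µM 2-OG, 50 µM Fe(II), 100 µM ascorbate, 0.25 mM NAD⁺, 0.25 U/mL FDH; ΔRFU over 30 min.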
# * marks the source's active call; other numbers are inactive results; ? = inconclusive; & = joins results of further samples; [ ] = dose if it differs, or a comment. Potency means the concentration at half of the fitted maximal effect.
molecule	KDM5B inh
CCC(=O)N1CCC(n2nccc2NC(=O)Nc2ccccc2Cl)CC1	27%
COc1ccc(-c2[nH]c(-c3cccc(OC)c3)nc2SCC(=O)NC2CCCC2)cc1	26%
COc1ccc(-n2nc(C)c([C@H]3C=C[C@@H](OC(=O)N[C@H](C)c4ccccc4)C3)c2C)cc1	1%[86.2 µM]
CN(C)c1cccc2c1c(NS(=O)(=O)c1cn(C)cn1)nn2C	?
CN1CCN(CC(C#N)C(O)c2ccncc2)CC1 (stereo not given)	0%
O=S(=O)(c1cccs1)N1CCCCC1c1nc(CCOCC2CC2)no1 (stereo not given)	-16%
CC(=O)Nc1ccc(N(C(=O)Cn2nnc3ccccc32)C(C(=O)NCc2ccccc2)c2ccc(C)cc2)cc1 (stereo not given)	-9%
CCOC(=O)c1ccccc1NC(=O)NCc1c(-n2cccc2)sc2c1CCN(C)C2	?
O=C(Oc1ccc(OCc2ccccc2)cc1)c1ccc(F)cc1Cl	21%
C[C@H]1[C@@H]2[C@@H](O)C([C@H](C)C(=O)NCc3ccco3)CC[C@@]2(C)CC[C@@H]1NC(=O)c1ccccc1 (stereo not given in full)	-26%
CCSc1ncc(Cl)c(C(=O)Nc2ccc(S(=O)(=O)N3CCCCC3C)cc2)n1 (stereo not given)	-17%
Cc1noc(-c2ccn3c(CNC(=O)c4ccc(C)c(F)c4)nnc3c2)n1	3.5µM*
COc1ccc(C(=O)NC(C(=O)NC(C)C)C2CCN(C(=O)c3ccccc3)CC2)cc1 (stereo not given)	21%
CCCC/C=C1/[C@@H](c2ccc(Cl)cc2)N(Cc2ccc3c(c2)OCO3)C2=N[C@@H](c3ccccc3)CC(=O)N21	12%
CCCN(CCC)S(=O)(=O)c1ccc(C(=O)Nc2c(C)n(C)n(-c3ccccc3)c2=O)cc1	-8%
c1coc(CN[C@H]2CO[C@H]3[C@@H]2OC[C@@H]3n2nnnc2Oc2ccc(-n3cncn3)cc2)c1	24%
N#Cc1ccccc1-c1ccc(C=O)o1	2%
CCCCCCN1CCC2(CC1)Cc1ccccc1CNC2=O	24%[149 µM]
COCCNC(=O)Cn1c(=O)n(-c2ccc(C)c(C)c2)c(=O)c2c3c(sc21)CCCCC3	7%
CCOC(=O)c1ccc(NC(=O)Nc2ccc3snnc3c2)cc1	-39%
Cc1ccc(NC(=O)Cn2nc(C)n3cccc3c2=O)c(C)c1	-6%
Cc1ccc2sc(N(Cc3cccnc3)C(=O)Cc3ccccc3)nc2c1C	-22%
COc1cc(C(=O)/C=C/c2ccccc2F)ccc1S(C)(=O)=O	?
O=C([C@@H]1C[C@H](Oc2cccnc2)CN1C(=O)Cc1cccc(F)c1)N1CCOCC1	-30%
c1ccc(CNC[C@H]2Cn3c(-c4ccccc4)cnc3CO2)cc1	-17%[86.2 µM]

# The list goes on (6 carried over from the part before).
molecule	KDM5B inh
CCOC(=O)c1ccc(NC(=O)Nc2ccc3snnc3c2)cc1	-39%
Cc1ccc(NC(=O)Cn2nc(C)n3cccc3c2=O)c(C)c1	-6%
Cc1ccc2sc(N(Cc3cccnc3)C(=O)Cc3ccccc3)nc2c1C	-22%
COc1cc(C(=O)/C=C/c2ccccc2F)ccc1S(C)(=O)=O	?
O=C([C@@H]1C[C@H](Oc2cccnc2)CN1C(=O)Cc1cccc(F)c1)N1CCOCC1	-30%
c1ccc(CNC[C@H]2Cn3c(-c4ccccc4)cnc3CO2)cc1	-17%[86.2 µM]
CCCNC(=O)N1CCC(c2noc(COc3ccc(C)cc3)n2)CC1	9%
COC(=O)COc1ccc2oc(C)c(C(=O)OC(C)C)c2c1	-7%
O=C1NC(=NC2CCCC2)C2(CCN(Cc3cccnc3)C2)N1c1cc(F)cc(F)c1 (stereo not given)	10%[115 µM]
CC(=O)NC[C@H]1COCc2nc3cc(NC(C)=O)ccc3n21	9%[86.2 µM]
CN(C(=O)c1ccc2c(Cl)c3c(nc2c1)CCC3)c1ccccc1F	-17%
COc1ccc(C(=O)Nc2nnc(CC(=O)N/N=C/c3ccc(O)cc3O)s2)cc1	3%
Cc1nc2cc(C(=O)N3CCN(c4ccccc4C#N)C(=O)C3)ccc2s1	31%[activator]
Clc1ccc2[nH]c3c(c2c1)CCCC3	-24%
COc1cccc(N2CCN(c3ncnc4onc(-c5ccc(F)cc5)c34)CC2)c1	8%
Cc1ccc(-n2ncc3c2CCCC3NS(=O)(=O)N2CCCC2)cc1C (stereo not given)	7%
COc1cccc(CN2CCC3(COc4ccccc4C(=O)N3)C2)c1 (stereo not given)	?
COc1ccccc1NC(=O)C1=C(C)Nc2nc(SCc3ccccc3)nn2C1c1cccnc1 (stereo not given)	-10%
C[S+](=O)([O-])N1CC2ON=C(C(=O)N3CCCC3)C2C1 (stereo not given)	23%[149 µM]
COc1ccc(S(=O)(=O)NC2CC(C)(C)NC(C)(C)C2)c2ccccc12	12%
CC(/C=N\NC(=O)Cn1cncn1)=C/c1ccc(C(C)C)cc1	-28%
CC(C)c1ccccc1OCC(O)Cn1cnc2c1c(=O)n(C)c(=O)n2C (stereo not given)	-3%
Cc1ccccc1C(=O)Nc1nc(-c2cc3ccccc3oc2=O)cs1	3%
Cc1nnnn1CCC(=O)Nc1nn(C)c2cccc(N3CCOCC3)c12	-28%
O=C(NCC1OCCc2ccccc21)c1ccc(NC(=O)c2cccc(Br)c2)cc1 (stereo not given)	11%
O=C(Nc1cccc(C(F)(F)F)c1)c1cc(CN2CCOCC2)on1	-1%
CCN(CCNC(=O)C1Cn2cccc2C(=O)N1)Cc1ccccc1 (stereo not given)	3%
COc1ccc(F)c(CN2CCCC(O)(CN3CCN(CCO)CC3)C2=O)c1 (stereo not given)	13%
O=C(NCc1ccc(F)cc1)c1ccc2c(c1)N(Cc1c(F)cccc1Cl)C(=O)CS2	11%
CC(C(=O)NC1CCCC1)N1C(=O)c2cccc3cccc1c23 (stereo not given)	-17%
Cc1ccccc1-c1noc(-c2ccccc2C(=O)NCc2ccco2)n1	-25%
COc1ccccc1CCc1nc(C2CC(=O)N(c3ccc(F)c(Cl)c3)C2)no1 (stereo not given)	24%
COc1ccc(NC(=O)CSc2ncc3c(n2)-c2ccccc2N(C)S3(=O)=O)cc1Cl	?
CN(C)Cc1nnc(C2CC(NC(=O)c3ccc4scnc4c3)C2)n1C (stereo not given)	?
O=C(c1cccnc1)N1CCC(c2nnc(Cn3cccn3)n2C2CC2)CC1	23%
C=CCNC(=O)N[C@H]1[C@H](O)[C@@H](N(C)CCN(C)C)[C@@H]2OC[C@H]1O2	-18%[86.2 µM]
O=C(O)c1cccc(S(=O)(=O)NCC(F)(F)F)c1	-10%
COc1ccc(CNC(=O)CC(C)n2nc(C)cc2C)cc1 (stereo not given)	10%
COc1ccccc1CNc1ncnc2c1c(-c1ccccc1)cn2-c1ccc(Br)cc1	?
O=C(Nc1cccc(F)c1)N1CCc2c(nc3cc(-c4ccccc4Cl)[nH]n3c2=O)C1	?
CC(=O)NCCC(=O)N1CCC2(CC1)CC(NC(=O)NC(C)C)c1ccccc12 (stereo not given)	-1%[115 µM]
Cc1cc(NS(=O)(=O)c2cc(-c3ccc4nnc(C)n4n3)ccc2C)c(C)cc1Br	-31%
Cc1ccc(CN2CC(C(=O)N(C)CC(=O)Nc3c(Cl)cccc3Cl)CC2=O)cc1 (stereo not given)	17%
O=C(NCc1ccccn1)c1ccc(CN2C(=O)CCn3nccc32)cc1	5%
CCOc1ccc(-n2c(=O)c3sc4ccccc4c3n(Cc3cccc(C)c3)c2=O)cc1	-13%
CC1(C)CC(Nc2cc(C(=O)N3CCOCC3)c3ccccc3n2)CC(C)(C)N1	?
CN(Cc1ccsc1)C(=O)Cc1cccs1	14%
CN(C)c1cc(N2CCCC(NC(=O)Cc3ccccc3F)C2)ncn1 (stereo not given)	2%
Cc1ccc(S(=O)(=O)N2CCCC2C(=O)Nc2ccc(Br)cc2)cc1 (stereo not given)	-9%
O=C1NCCCCCCN(C(=O)c2ccoc2)[C@H]2C[C@H](C(=O)N3CCN(c4ccccn4)CC3)C[C@@H]12	32µM*
COCCNc1ncnc2c1[nH]c1ccccc12	?
CCCCCCCOc1ccc(C(=O)O)cc1	-3%
Cc1ccc2c(c1)c1c(c(=O)n(-c3cccc(Cl)c3)c(=O)n1CC(=O)N1CCCC1)n2C	?
COc1ccc(NC(=O)COc2ccc3c(=O)c(Oc4ccc(F)cc4)coc3c2)cc1	-7%
COCCC(=O)N1CCCCCCNC(=O)[C@@H]2CCCC[C@@H]21	-6%
CCCC(=O)N1[C@@H]2CC[C@H]1CC(NC(=O)c1cnc(C)cn1)C2 (stereo not given in full)	-10%

# Arranged by heavy-atom count (smallest number first): some entries from above
molecule	KDM5B inh
CN(Cc1ccsc1)C(=O)Cc1cccs1	14%
O=C(O)c1cccc(S(=O)(=O)NCC(F)(F)F)c1	-10%
COc1ccccc1CCc1nc(C2CC(=O)N(c3ccc(F)c(Cl)c3)C2)no1 (stereo not given)	24%

# New compounds follow
molecule,KDM5B inh
O=C(c1ccco1)N1CCC(Oc2cccc(F)c2)C1 (stereo not given),16%
COC(=O)[C@]12C[C@H](CC(=O)NCCc3ccccc3OC)C(=O)N(CCC3=CCCCC3)C1=C[C@H](C(C)C)O[C@@H]2C1CC1,?
COc1ccc(C(=O)c2sc(Nc3cccc(Cl)c3)nc2N)cc1OC,8%
COCC(C)NC(=O)c1cc(-c2ccccc2Cl)nc2ccccc12 (stereo not given),4%
Cc1csc(NC(=O)c2nc3c(o2)CCN(Cc2c(F)cccc2F)CC3)n1,-15%[86.2 µM]
Cc1oc(-c2nc(C#N)c(NCC3CCCO3)o2)cc1S(=O)(=O)N1CCCCCC1 (stereo not given),355%[activator]
Cc1cccc(CN2CCC3(CC2)Cc2ccccc2CNC3=O)c1,20%[149 µM]
O=C(Nc1ccccc1)N1CCC(N2CCCNC2=O)CC1,-4%&-11%[86.2 µM]
O=C(NC1CC1)c1cccc(NC(=O)c2cc(C3CC3)nc3ccccc23)c1,-11%
c1ccc(-c2cnc([C@@H]3COCCN3Cc3ccncc3)[nH]2)cc1,-9%[86.2 µM]
CC(C)(C)C(=O)N1CCC(c2nnc(Cn3cncn3)n2C2CC2)CC1,15%
CC(C)CC(=O)N1CCCN(S(=O)(=O)c2ccccc2)CCC(=O)NCC1,1%
Cc1ccc(-c2nnc(Nc3ccc(Br)cc3)c3ccccc23)cc1S(=O)(=O)NCC1CCCO1 (stereo not given),?
CCOc1ccccc1C(=O)NC1CCN(c2cc(-c3ccc(OC)cc3)[nH]n2)C1 (stereo not given),13µM*
C/C(=N\O)C1=CC(C)(C)CCC1,26%
Cc1cccc(-c2nc3cc(NC(=O)c4ccc(C)c([N+](=O)[O-])c4)ccc3o2)c1,6%
COc1ccccc1CNc1ncnc2c1CN(C1CCCNC1)C(=O)CN2C (stereo not given),?
CC(C)(C)CC(=O)OCc1cc(=O)oc2cc(O)ccc12,?
O=C(Cn1cnc2ccccc2c1=O)NCCC(=O)Nc1ccc(F)cc1,19%&-20%
OC(CNCc1ccccc1)(c1ccccc1)c1ccccc1,19%
C=CCn1c(-n2nc(CC)cc2CC)nc2c1c(=O)n(C)c(=O)n2C,19%
CCNC(=O)N1CCCN(S(=O)(=O)c2ccccc2)CCC(=O)NCC1,22%
CCc1nn(-c2ccc(OC)cc2)c(Oc2ccccc2F)c1CCC(=O)NCCOC,25µM*
CC(C)NC(=O)Cc1cccn1-c1ccc(F)cc1,-4%
CC(C)(C)C(=O)N1CCN(c2ncccc2C(F)(F)F)CC1,10%

# By substructure: the compounds so far with a COOH group
molecule,KDM5B inh
O=C(O)c1cccc(S(=O)(=O)NCC(F)(F)F)c1,-10%
CCCCCCCOc1ccc(C(=O)O)cc1,-3%

# Following part:
molecule,KDM5B inh
COCCn1c(=N)c(C(=O)NC(C)c2ccccc2)cc2c(=O)n3cc(C)ccc3nc21 (stereo not given),?
O=C(CSc1nc2ccccc2nc1Cc1ccc(Cl)cc1)NCCc1ccccc1,-24%
N#CC1(C(N)=O)C(c2ccccc2)CC(=O)CC1c1ccccc1 (stereo not given),-15%
Cc1ccc(C2(C(=O)N3CCC4(CC3)CNC(C(=O)O)C4)CC2)cc1 (stereo not given),16%
Cc1cccc(C)c1NC(=O)Cn1c(=O)n(-c2ccc(F)cc2)c(=O)c2c1cc(C)n2C,24%
CN1CCN(c2ccc(-c3cc4c(ccn4C)c(C(=O)NCCc4ccccn4)n3)cc2)CC1,?
N#Cc1ccccc1COc1ccc(Cl)c2ccccc12,18%
COc1ccc(CCN(/C=C2\Sc3ccccc3C2=O)C(C)=O)cc1OC,-4%
CO[C@H]1C(=O)N(C(C)C)[C@H]1C1CCN(C(=O)c2ccc3ncccc3c2)CC1,-22%
Cc1ccc2nc(N3CCOCC3)nc(-c3ccccc3)c2c1,4%
CC(C)CC(=O)Nc1ccc([C@H]2OCC(=O)N(C3CCOCC3)[C@@H]2CO)cc1,21%[86.2 µM]
COC(=O)c1ccc(CN2C(=O)[C@@H]3C[C@@H](O)CN3C3(CN(CC4CC4)C3)C2=O)cc1,13%[86.2 µM]
Cc1cc(-c2ccc(C)c(S(=O)(=O)NCCc3ccc(S(N)(=O)=O)cc3)c2)on1,-1%
COc1ccc(/C=C/c2nc(N)nc(-c3ccccc3O)n2)cc1OC,6%
O=C(NCc1ccccc1)c1ccc(NC(=O)c2nsc3ccccc23)cc1,?
CCCNC(=O)N(C1CCOCC1)C1CCN(C(=O)c2ccc(F)c(F)c2)CC1,9%
CCn1c(CC2C(=O)N(Cc3ccccc3)c3ccc(C)cc32)nc2ccccc2c1=O (stereo not given),0%

# Some of the compounds tested, so the mix of outcomes need not match the whole.
